Screening data as filed in PubChem BioAssay.
LDHA block: blocks human lactate dehydrogenase A | actives 0.15% (n = 480,000) | AID 1347041 | purified LDHA, NADH/diaphorase-resazurin fluorescence; hits give low values | activity change, % (values are at about 110 or 230 µM); in the data active = activity change below about -30%; inconclusive = mostly about -25% to -30%;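 also: plate controls were DMSO wells for no effect and wells without enzyme for full effect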
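LDH5 2 nM; NADH 0.06 mM, pyruvate 0.2 mM; 200 mM Tris pH 7.4, EDTA, Tween-20; 5 min RT. Detection: diaphorase 0.133 mg/mL + resazurin 37 µM, fluorescence ex540/em590 at 0 and 20 min; normalized to enzyme-free and DMSO wells.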
Glioma ERSR ind: ER stress response induction in glioma; U87-MG GRP78 promoter luciferase reporter, 16 h; Potency, µM, for the others: at the top dose activation, actives largely listed as activators; actives 0.02% (n = 420,000); active = well fitted activation curve with a large enough effect; inconclusive = small, poorly fitted or top-dose-only effect; inactive = no such curve, though single readings can be large or run the other way; also: potency is read from the fitted curve at half-maximal effect; series mostly up to about 76 µM; % of control where 0% means no effect; nearly all actives have a fitted effect of over 35% in size
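ERSR induction read as luciferase luminescence (Bright-Glo, 10 min at room temperature) in stably transfected human U87-MG glioma cells exposed to compounds for 16 h, using GRP78 as sensor.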
The depositor's hits bear a star; u = inconclusive. Not all compounds are listed; count on the stated rates, not on these rows.

smiles | LDHA block | Glioma ERSR ind
OC[C@@H]1CN(C2CCCC2)C[C@H](n2cnc3c(NC4CC4)ncnc32)O1 | -7 | -1%
CCNC(=O)C1(C)CCN1Cc1cc(-c2ccccc2)n(C)n1 (configuration not stated) | -7 | -2%
CCCNC(=O)C1(C)CCCN(C(=O)Cc2ccc(OC)c(OC)c2)C1 (configuration not stated) | -13 | -1%
COc1ccccc1Cc1c(C2CCCCC2)nc2ccc(Cl)cn12 | -4 | -4%
Cc1ccccc1CNC(=O)c1csc([C@@H]2C[C@H](O)[C@@H](CO)O2)n1 | -2 | -2%
CCc1nc2ccc(C(=O)NCC3CCCCC3)cn2c1N(CCC(C)C)CCN(C)C | -4 | -5%
CCOC(=O)C1=CC[C@@H](c2ccccc2)N(S(=O)(=O)c2ccc(C)cc2)[C@H]1/C=C/c1ccccc1 | -6 | 1%
CN1OC[C@@H]2CN(S(=O)(=O)c3cccc4ccccc34)[C@H](c3ccc(N4CCCCC4)cc3)C[C@@H]21 | -2 | -4%
CC(C)NC(=O)c1cc(C2CCCCN2C(=O)c2ccc(Cl)cc2)on1 (configuration not stated) | -3 | -1%
OC[C@@H]1CN(Cc2ccncc2)C[C@H](n2cnc3c(NC4CCCC4)ncnc32)O1 | -8 | -3%
CN1CCN(c2ccc(-c3cccc4nccn34)cn2)CC1 | -5 | 2%
COc1ccc(CC(N)c2csc(NC(=O)Nc3cccc(C(F)(F)F)c3)n2)cc1 (configuration not stated) | -19 | -10%
Cn1ccc2c(-c3cncc4ccccc34)cc3c(c21)C1CCC3O1 (configuration not stated) | -4 | -5%
O=C1NCCN1CCNc1nc(NCC2CC2)nc2cc(-c3ccccc3)sc12 | -3 | 1%
CCc1ccc2c(c1)NC(=O)C2(C)Cc1ccccc1 (configuration not stated) | -3 | -4%
Cc1ccc(C(O)c2ncc(-c3ccccc3F)[nH]2)c(C)c1 (configuration not stated) | -7 | 5%
COc1ccc(S(=O)(=O)NC(=O)C2(C)CCN2C(=O)Cc2ccccc2Cl)cc1OC (configuration not stated) | -5 | -2%
CC1(C(=O)O)CCN1C(=O)c1ccccc1F (configuration not stated) | -9 | -1%
CC(=O)Nc1ccc(CN(C)c2c(C)nc3ccc(C(=O)NCCCn4ccnc4)cn23)cc1 | -13 | -3%
COc1ccc(-c2nc3ccc(Br)cn3c2Cc2ccc(C)cc2)cc1OC | -1 | 0%
COc1ccc(C(O)c2ncc(-c3cccc(F)c3)[nH]2)cc1F (configuration not stated) | -10 | -2%
O=C(NCc1ccccc1)c1cc(C2CCCN(S(=O)(=O)c3cccs3)C2)on1 (configuration not stated) | -1 | u
CCOC(=O)C1=CCN(S(=O)(=O)c2ccc(Br)cc2)C1c1cccc(C)c1 (configuration not stated) | 1 | 1%
CC(=O)Nc1cc(-c2ccccc2Cl)cn2c(-c3ccc(S(C)(=O)=O)cc3)cnc12 | -2 | -2%
CN(Cc1ccccc1)C(=O)c1ccc(Nc2nc(C(N)Cc3ccc(C(F)(F)F)cc3)cs2)nc1 (configuration not stated) | 6 | -12%
CN(C)C(=O)c1cccc(-c2cnc3c(NC=O)cc(-c4cccc(F)c4)cn23)c1 | -1 | 0%
CC(=O)c1ccc(OC2(C)CCN(CCOc3ccc(C)cc3)C2)cc1 (configuration not stated) | -7 | -3%
CC1(C(=O)NS(=O)(=O)C2CC2)CCCN(C(=O)c2ccc(F)cc2Cl)C1 (configuration not stated) | -7 | -2%
OC[C@@H]1CN(Cc2ccc(F)cc2)C[C@H](n2cnc3c(NC4CCCC4)ncnc32)O1 | -2 | -3%
Cc1noc(C)c1S(=O)(=O)NC(=O)C1(C)CCN1C(=O)Cc1ccc(-c2ccccc2)cc1 (configuration not stated) | -9 | -2%
CCCS(=O)(=O)NC(=O)C1(C)CCCN(C(=O)c2ccc3ccccc3c2)C1 (configuration not stated) | -6 | -1%
CCOC(=O)C1CCCN(C(=O)c2cc(-c3ccccc3)cs2)CC1 (configuration not stated) | -4 | -3%
COc1ccccc1-c1csc(Nc2ccc(Oc3ccccc3)cc2)n1 | -10 | 8%
O=C(CN1CCNCC1)N1CCOCC1 | -12 | -4%
CC(C)c1ccc(CC(=O)N2CCC2(C)C(=O)NS(=O)(=O)c2ccc(F)cc2F)cc1 (configuration not stated) | -6 | -3%
CC1=C(C(=O)N(C(C)C)C(C)C)CC(CC(=O)NCc2ccco2)C(=O)N1CCCN1CCCC1=O (configuration not stated) | -2 | -2%
CC1(C(=O)Nc2cnc3ccccc3c2)CCN1Cc1ccc(OC(F)(F)F)cc1 (configuration not stated) | -2 | -5%
CC(=O)c1cccc(-c2ccc3c(c2)C(C)(Cc2ccccc2C#N)C(=O)N3)c1 (configuration not stated) | -4 | -2%
CC(C)S(=O)(=O)N1CCCC(c2cc(C(=O)NCc3ccccc3)no2)C1 (configuration not stated) | -3 | -3%
Nc1nc2c(nnn2C2CC(O)C(CO)O2)c(=O)[nH]1 (configuration not stated) | -1 | -1%
O=C(Nc1cccc2ccccc12)c1ccc2sc([C@H]3C[C@H](O)[C@@H](CO)O3)nc2c1 | -6 | -2%
Clc1cccc(CNc2ccn3nc(-c4ccccc4)cc3n2)c1 | -4 | -5%
CC(=O)NC1(C)CCC2CC1C(C)=NC2(C)C (configuration not stated) | -3 | -3%
COc1ccc(OC)c(NC(=O)C2(C)CCN2Cc2cccc(OC)c2OC)c1 (configuration not stated) | 1 | -3%
COCCNC(=O)C1CCCN(C(=O)c2sc(-c3ccccc3)nc2C)CC1 (configuration not stated) | -7 | -2%
Cc1nc(C(F)(F)F)ccc1C(=O)N1CCC1(C)C(=O)NS(=O)(=O)c1ccc2c(c1)CCO2 (configuration not stated) | -1 | -2%
CC1(C(=O)NS(=O)(=O)c2cccc(F)c2)CCN1C(=O)CCc1ccccc1 (configuration not stated) | -7 | -3%
COc1ccc(-c2cc(C(=O)Nc3ccc(OC)c(OC)c3)[nH]n2)c(C)c1 | -2 | -2%
Cc1ccc(NC(=O)C2(C)CCN2C(=O)c2ccccc2CCc2ccccc2)cc1C (configuration not stated) | 1 | -3%
O=C(NCc1ccc(F)cc1)c1cc(C2CCCCN2C(=O)c2ccccc2)on1 (configuration not stated) | -7 | -5%

3 compounds out of the list, arranged by length of the SMILES, high to low:
smiles | LDHA block | Glioma ERSR ind
O=C(Nc1cccc2ccccc12)c1ccc2sc([C@H]3C[C@H](O)[C@@H](CO)O3)nc2c1 | -6 | -2%
CCCS(=O)(=O)NC(=O)C1(C)CCCN(C(=O)c2ccc3ccccc3c2)C1 (configuration not stated) | -6 | -1%
CC(=O)c1ccc(OC2(C)CCN(CCOc3ccc(C)cc3)C2)cc1 (configuration not stated) | -7 | -3%

Reformatted: results already given
Values run as follows: LDHA block | Glioma ERSR ind
COc1ccc(S(=O)(=O)NC(=O)C2(C)CCN2C(=O)Cc2ccccc2Cl)cc1OC (configuration not stated)
→ -5 | -2%
CC1(C(=O)O)CCN1C(=O)c1ccccc1F (configuration not stated)
→ -9 | -1%
CC(=O)Nc1ccc(CN(C)c2c(C)nc3ccc(C(=O)NCCCn4ccnc4)cn23)cc1
→ -13 | -3%
COc1ccc(-c2nc3ccc(Br)cn3c2Cc2ccc(C)cc2)cc1OC
→ -1 | 0%
COc1ccc(C(O)c2ncc(-c3cccc(F)c3)[nH]2)cc1F (configuration not stated)
→ -10 | -2%

Next section
smiles | LDHA block | Glioma ERSR ind
O=C(Nc1c(Cl)cccc1Cl)Oc1cccc2cccnc12 | 3 | -3%
Cc1ccc2nc(-c3ccccc3)c(Cc3ccccc3C(F)(F)F)n2c1 | 4 | -4%
CC(=O)Nc1cccc(-c2ccnc3c2CC(C)(C(=O)Nc2ccc(Cl)c(C(F)(F)F)c2)O3)c1 (configuration not stated) | 5 | -5%
COc1cc(NC(=O)Nc2cccn3nc(COCCO)nc23)cc(OC)c1OC | 1 | 0%
CCCCNC(=O)C1(C)CCCCN1C(=O)c1ccc(F)c(C)c1 (configuration not stated) | -3 | -7%
Cc1ccc(F)c(S(=O)(=O)NC(=O)C2(C)CCN2C(=O)Cc2ccccc2Cl)c1 (configuration not stated) | 1 | -2%
CC(=O)Nc1cccc(-c2csc(C(O)c3ccc(F)c(F)c3)n2)c1 (configuration not stated) | -6 | 2%
CC(C)(C)OC(=O)C1=CC[C@@H](c2ccc(Cl)c(Cl)c2)N(S(=O)(=O)c2ccc(F)cc2)[C@H]1c1cccc(F)c1 | -6 | 1%
O=C(Nc1nnc([C@@H]2C[C@H](O)[C@@H](CO)O2)s1)Nc1ccccc1F | -3 | -8%
COc1ccccc1Cc1c(-c2ccccc2)nc2ccc(Br)cn12 | -4 | -2%
O=C(Nc1c(-c2ccc3c(c2)OCO3)[nH][nH]c1=O)c1ccc2c(c1)OCO2 | 10 | -2%
O=C(Nc1nnc([C@@H]2C[C@H](O)[C@@H](CO)O2)s1)c1ccccc1Cl | -1 | 5%
COc1cccc(CNC(=O)C2(C)CCCCN2C)c1 (configuration not stated) | -3 | -3%
O=C(Nc1ccccc1Cl)c1cc(C2CCCN(C(=O)c3ccccc3)C2)on1 (configuration not stated) | -2 | 0%
COc1ccc(OC)c(NC(=O)C2(C)CCN2C(=O)C(C)(C)c2ccccc2)c1 (configuration not stated) | 1 | 1%
CCCCC(=O)N(C)c1c(CC)nc2c(OCC=C(C)C)cccn12 | -5 | -3%
O=C(Nc1ccc(F)c(Cl)c1)c1csc([C@@H]2O[C@H](CO)[C@H](O)[C@H](O)[C@H]2O)n1 | -9 | -2%
CC(=O)Oc1ccc(Cn2c(C)c(C(=O)NCc3ccc(C#N)cc3)sc2=O)cc1 | -8 | -1%
COc1ccc(C(N)c2csc(Nc3ncccn3)n2)cc1 (configuration not stated) | 0 | -3%
CSc1ccc(CN2CCC2(C)C(=O)Nc2cnc3ccccc3c2)cc1 (configuration not stated) | 2 | 8%
COc1ccc([C@@H]2CC(=O)[C@@H]3CN(S(=O)(=O)c4ccc(C)cc4)[C@H](c4cccc(Cl)c4)C[C@@H]3N2S(=O)(=O)c2ccccc2)cc1 | -8 | -3%
COc1cc(C(O)c2nc(-c3cccc(C#N)c3)cs2)ccc1F (configuration not stated) | -9 | -4%
CCOC(=O)C1CCCN(C(=O)c2ccncc2)CC1 (configuration not stated) | -10 | -3%
Fc1ccccc1-c1nc(NCC2CC2)nc2ccsc12 | -3 | -2%
COCCNc1nc2cc(-c3ccccc3OC)sc2c(=O)n1C | 0 | 7%
CCCNC(=O)C1(C)CCCN(Cc2ccc(C)cc2)C1 (configuration not stated) | -5 | -1%
CCCCn1nnnc1C(c1ccnc2ccccc12)N1CCN(C/C=C/c2ccccc2)CC1 (configuration not stated) | -5 | -2%
O=C(Nc1ccc(F)c(Cl)c1)c1cc(C2CCCN(C(=O)c3cccs3)C2)on1 (configuration not stated) | -6 | 3%
O=C(Nc1c(-c2ccccc2)[nH][nH]c1=O)c1ccc(Br)cc1 | 2 | -1%
CCCS(=O)(=O)NC(=O)C1(C)CCN(C(=O)c2c(-c3ccccc3)noc2C)C1 (configuration not stated) | -11 | 1%
CNc1cccc(-c2ccccc2CO)n1 | -3 | -3%
COc1cc(C)ccc1S(=O)(=O)NC(=O)C1(C)CCN1C(=O)Cc1ccc(C(C)(C)C)cc1 (configuration not stated) | -3 | -1%
Nc1ncnc2c1ncn2[C@@H]1O[C@H](CNC(=O)[C@H](N)Cc2cccnc2)[C@@H](O)[C@H]1O | -8 | -3%
CNc1cc(-c2cnn(CC(C)C)c2)ncn1 | -2 | 0%
OC[C@@H]1CN(Cc2ccco2)C[C@H](n2cnc3c(NC4CC4)ncnc32)O1 | -11 | -5%
CCCN(CCC)Cc1cc(=O)oc2ccc3ccccc3c12 | 1 | -3%
CCc1nc2c(OCc3ccccc3)cccn2c1N(C)C(=O)c1ccc2c(c1)OCO2 | 5 | -2%
CCOC1=C2CN(S(=O)(=O)c3ccc(C)cc3)[C@H](c3ccccc3)C[C@H]2n2c(=O)n(-c3ccccc3)c(=O)n2C1 | -9 | 0%
CC(=O)Nc1ccc(-c2ccnc3c2CC(C)(C(=O)Nc2ccc(F)c(Cl)c2)O3)cc1 (configuration not stated) | -19 | -5%
Cc1nc2c(OCc3cccc(Cl)c3)cccn2c1N(C)CC1CC1 | -5 | 3%
O=CNc1cc(-c2ccccc2)cn2c(-c3ccc(F)c(Cl)c3)cnc12 | -1 | 3%
O=C(Nc1cccc(C(F)(F)F)c1)Nc1nnc([C@@H]2C[C@H](O)[C@@H](CO)O2)s1 | -15 | -3%
CCOC(=O)C1CCCN(C(=O)c2ccc(C(F)(F)F)nc2C)CC1 (configuration not stated) | -3 | -4%
CCCOc1ccc(F)cc1-c1cc(C(=O)NCc2cccc(Cl)c2)[nH]n1 | -6 | -4%
CC1(C(=O)O)CCCN(C(=O)/C=C/c2ccccc2)C1 (configuration not stated) | -8 | -1%
CC(=O)c1cccc(NC(=O)C2Cc3c(-c4cccc(C(N)=O)c4)ccnc3O2)c1 (configuration not stated) | -18 | -7%
COCCCNC(=O)c1csc([C@H]2C[C@H](O)[C@@H](CO)O2)n1 | -4 | -2%
